# Screening data (PubChem BioAssay)
# HKDC1 inh: inhibitors of human hexokinase HKDC1; recombinant HKDC1, G6PDH/diaphorase resazurin coupled fluorescence; inhibition, % at 20 µM; 340,000 tested, 0.16% active;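 active = inhibition above about 35% when tested at 20 µM, limit read from the data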;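 note: plate controls were DMSO wells with enzyme for no effect and DMSO wells lacking enzyme for full effect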
# Target sequence (Q2TB90 whole entry, looked up): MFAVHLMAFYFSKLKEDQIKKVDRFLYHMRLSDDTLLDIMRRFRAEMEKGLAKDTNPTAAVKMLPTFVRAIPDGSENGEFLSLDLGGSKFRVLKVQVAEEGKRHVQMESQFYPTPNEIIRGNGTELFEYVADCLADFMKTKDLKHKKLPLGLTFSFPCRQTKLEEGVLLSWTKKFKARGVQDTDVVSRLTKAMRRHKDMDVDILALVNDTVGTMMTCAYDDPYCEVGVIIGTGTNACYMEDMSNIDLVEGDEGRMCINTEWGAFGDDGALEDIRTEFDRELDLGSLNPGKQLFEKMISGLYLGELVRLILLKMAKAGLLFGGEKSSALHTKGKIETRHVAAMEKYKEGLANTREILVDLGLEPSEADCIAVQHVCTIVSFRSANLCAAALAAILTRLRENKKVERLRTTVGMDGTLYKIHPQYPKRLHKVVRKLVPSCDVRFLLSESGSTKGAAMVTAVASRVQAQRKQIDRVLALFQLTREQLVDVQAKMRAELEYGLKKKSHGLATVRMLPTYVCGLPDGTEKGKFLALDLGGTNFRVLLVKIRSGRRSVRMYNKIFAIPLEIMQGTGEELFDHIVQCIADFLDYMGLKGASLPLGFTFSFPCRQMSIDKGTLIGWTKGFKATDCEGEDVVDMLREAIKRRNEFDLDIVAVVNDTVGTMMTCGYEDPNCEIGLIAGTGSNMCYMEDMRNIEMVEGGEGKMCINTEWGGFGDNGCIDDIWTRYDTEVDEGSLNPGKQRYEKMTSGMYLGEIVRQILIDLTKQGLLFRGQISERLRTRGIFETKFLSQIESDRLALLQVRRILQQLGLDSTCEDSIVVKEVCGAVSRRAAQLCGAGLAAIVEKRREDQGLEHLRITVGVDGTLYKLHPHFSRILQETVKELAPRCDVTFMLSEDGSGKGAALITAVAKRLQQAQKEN
#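 Test system: recombinant HKDC1 (HK5) hexokinase enzyme, produced in-house; Amount: enzyme 5 µg/mL final; Buffer or medium: Tris pH 8.0 buffer with MgCl2, Tween-20, BSA, BME; Reagent: glucose and ATP substrates; Doses: 20 µM test compound, 1% DMSO; Incubation: 90 min reaction incubation at room temperature, dark; Detection: resorufin fluorescence at 613 nm.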
# SENP7 inh: SENP7 protease inhibition | inhibition, % at 5 µM | Q9BQF6 | AID 434973 | recombinant SENP7, Z-RLRGG-aminoluciferin luminescence, 40 min | 330,000 tested, 1.5% active;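 active = inhibition above about 50% at the single test dose, limit read from the data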;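 note: plate controls were DMSO with enzyme for no effect and no enzyme buffer wells for full effect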
# SENP8 block-1: blocks human SENP8 cleavage of Nedd8 substrate; 360,000 tested, 0.64% active; Q96LD8; recombinant SENP8, Nedd8 substrate fluorescence; AID 602440; inhibition, % at 20 µM; in the data active = inhibition mostly above about 40%, no sharp cut-off; inactive = mostly below about 27%
# SENP1 inh: SENP1 (human) catalytic domain inhibition; 360,000 tested, 0.21% active; recombinant SENP1 catalytic domain, CyPet-SUMO1-YPet FRET cleavage; inhibition, % at 10 µM;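 active = inhibition at least 30% at 10 µM, raw YFP signal under a set limit, fluorescence ratio 0.5 to 1.5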;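 note: 0% = enzyme with DMSO and 100% = no enzyme wells; some results filed as inactive read as strong as hits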
#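 Test system: recombinant human SENP1 catalytic domain, His6-tagged / Medium: pH 8 Tris buffer with EDTA, NaCl, BME, BSA, NP40, catalase / Also added: SUMO1 FRET substrate flanked by Cypet and Ypet, 25 nM / Times: 50 min reaction at room temperature / Signal: FRET, CFP and YFP emission / Control set: no-enzyme low control and enzyme-plus-DMSO high control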
# SENP8 block-2: blocks the human protease SENP8 | purified SENP8, Z-RLRGG-aminoluciferin cleavage, luminescence | inhibition, % at 10 µM | 330,000 tested, 1.2% active | AID 2540; in the data active = inhibition above about 50%
# MIN6 prolif: inducers of beta-cell replication in MIN6 cells. MIN6 cells proliferation, ATPlite luminescence, 48 h; cells starved in 0.2% serum; 100% = growth in 10% serum. proliferation, % at 10 µM. 330,000 tested, 0.29% active;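 active = compounds whose signal lies at least 3.5 SD above the mean of all wells on their plate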;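 note: 0% = DMSO-treated cells in low-serum medium and 100% = 10% serum control; some compounds called inactive have numbers as strong as hits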
# SENP6 block: blocks the human protease SENP6; Recombinant SENP6 catalytic domain, aminoluciferin luminescence; inhibition, % at 10 µM; 330,000 tested, 1.8% active; AID 2599;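 active = inhibition above about 50% at the single tested dose, limit read from the data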;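 note: plate controls were DMSO wells with enzyme for no effect and DMSO wells lacking enzyme for full effect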
# UBC13 inh: inhibitors of human UBC13 polyubiquitin chain formation; P61088; TR-FRET; inhibition, % at 20 µM; 330,000 tested, 0.47% active; in the data active = inhibition above about 45%, passing the limit was not always enough
# Target sequence (P61088 whole entry, looked up): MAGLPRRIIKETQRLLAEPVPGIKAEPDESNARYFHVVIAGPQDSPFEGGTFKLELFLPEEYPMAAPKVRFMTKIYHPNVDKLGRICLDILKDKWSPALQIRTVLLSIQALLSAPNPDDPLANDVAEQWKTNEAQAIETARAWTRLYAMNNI
# PfG6PD inh: PfG6PD (Plasmodium falciparum) enzyme inhibition; PfGluPho enzyme, NADPH resazurin-diaphorase fluorescence; inhibition, % at 20 µM; 350,000 tested, 0.78% active; AID 504690;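 active = inhibition reaching at least a set limit at 20 µM in the primary screen, cut at about 59% in these data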;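 note: 0% = DMSO wells with substrate and 100% = DMSO wells lacking glucose-6-phosphate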
# * = called active by the depositor.
SMILES,HKDC1 inh,SENP7 inh,SENP8 block-1,SENP1 inh,SENP8 block-2,MIN6 prolif,SENP6 block,UBC13 inh,PfG6PD inh
COc1ccccc1C(=O)NC(=O)Nc1nc(-c2ccccc2)cc(C(F)(F)F)n1,-7.4,2.3,19.9,1.8,2.7,-3.7,-1.6,-2.2,15.6
CC(=O)c1ccc(N(CC(=O)NC2CCCCC2)C(=O)CNC(=O)c2cccs2)cc1,1.7,11.9,16.9,0.1,1.9,-1.5,-7.6,3.6,-10.4
O=C1NC(=O)C(c2ccccc2[N+](=O)[O-])=C1Nc1ccc(O)c(Cl)c1,7.1,-6.9,31.8,4.5,0.3,-1.4,12.7,-8.5,52.3
NC(=O)N/N=C/c1coc2ccc3ccccc3c2c1=O,-4.2,13.6,-4.4,-1.5,-7.5,-3.8,-24.0,-6.5,0.1
COCCn1c(SCC(=O)N2CCCC2)nnc1C(C)C,4.1,15.2,19.9,2.7,4.4,-2.6,-3.3,-3.3,0.7
COc1ccccc1C(=O)N/C(=C/c1cccc([N+](=O)[O-])c1)C(=O)Nc1cccc(C(=O)O)c1,-16.8,-5.0,5.9,0.8,-14.8,0.8,-12.8,-1.9,-25.4
CS(=O)(=O)c1cccc(C(=O)NC(c2ccccc2)c2ccccc2)c1,1.2,-5.5,31.5,2.0,-2.3,-2.0,11.8,-5.5,-2.1
CC(=O)c1cc(F)c(N2CCCCCC2)cc1C,3.3,6.1,-25.5,-0.6,-9.1,-2.2,-3.9,16.6,5.8
CCOc1ccccc1N1CCN(S(=O)(=O)CC)CC1,-3.9,-1.2,16.1,2.1,-4.3,-1.4,-17.1,0.3,-10.2
O=C(CSc1nncn1-c1ccccc1)NC1CCCC1,-6.1,-5.9,1.2,0.3,-2.5,2.5,-20.3,-9.9,10.2
CCc1nc2sc3c(c2c(=S)[nH]1)CC(C)(C)OC3,0.0,4.5,11.3,0.6,6.7,-0.8,19.0,28.4,40.5
CC1CCCCN1CCNC(=O)C1CCCN(S(=O)(=O)c2cccc3nsnc23)C1 (stereo not drawn),-1.7,-5.6,9.6,3.1,-7.9,2.2,-5.7,-6.8,15.4
Cc1nc(SCC(=O)Nc2c(C)n(C)n(-c3ccccc3)c2=O)[nH]c(=O)c1C,-11.6,-0.5,11.7,0.8,-2.6,-2.4,5.5,5.2,9.9
Cc1c(NC(=O)CSc2nnc3sc4ccccc4n23)c(=O)n(-c2ccccc2)n1C,-9.0,-4.9,4.2,-1.1,-11.6,0.9,-17.3,-8.9,-5.3
Cc1nnsc1C(=O)NC(C)c1ccccc1 (stereo not drawn),-0.3,-8.8,13.2,1.0,-2.0,-3.4,-26.1,-5.1,-3.2

# Some of the entries above, set out differently:
# Under each structure – HKDC1 inh	SENP7 inh	SENP8 block-1	SENP1 inh	SENP8 block-2	MIN6 prolif	SENP6 block	UBC13 inh	PfG6PD inh
CCc1nc2sc3c(c2c(=S)[nH]1)CC(C)(C)OC3
  0.0	4.5	11.3	0.6	6.7	-0.8	19.0	28.4	40.5
CC1CCCCN1CCNC(=O)C1CCCN(S(=O)(=O)c2cccc3nsnc23)C1 (stereo not drawn)
  -1.7	-5.6	9.6	3.1	-7.9	2.2	-5.7	-6.8	15.4
Cc1nc(SCC(=O)Nc2c(C)n(C)n(-c3ccccc3)c2=O)[nH]c(=O)c1C
  -11.6	-0.5	11.7	0.8	-2.6	-2.4	5.5	5.2	9.9
Cc1c(NC(=O)CSc2nnc3sc4ccccc4n23)c(=O)n(-c2ccccc2)n1C
  -9.0	-4.9	4.2	-1.1	-11.6	0.9	-17.3	-8.9	-5.3

# The results go on:
SMILES,HKDC1 inh,SENP7 inh,SENP8 block-1,SENP1 inh,SENP8 block-2,MIN6 prolif,SENP6 block,UBC13 inh,PfG6PD inh
O=C(CN1CCN(S(=O)(=O)c2cccc(Cl)c2)CC1)NCC1(N2CCOCC2)CCCCC1,1.5,8.2,10.4,0.9,-1.9,-2.3,0.2,14.3,-14.8
O=C(Nc1ccccc1C(F)(F)F)c1ccc2nccnc2c1,-2.5,0.7,-14.9,-8.4,4.8,-2.9,2.0,8.5,-2.2
COc1ccc(-n2cnc3cc(NCc4ccccn4)ccc32)cc1,7.6,1.2,-37.2,-26.1,-6.0,-2.2,-6.5,-10.4,8.4
Cc1ccc2cc(C#N)c(N3CCCN(C(=O)C4CCCO4)CC3)nc2c1 (stereo not drawn),4.6,-2.2,-166.6,-66.7,-5.2,1.0,-15.9,17.8,-19.8
CC(OC(=O)c1cnc2ccccc2n1)c1ccccc1Cl (stereo not drawn),4.8,-1.5,17.5,1.5,7.9,0.1,3.9,-3.3,-2.5
O=[N+]([O-])c1cc(CN2CCCC2)ccc1Sc1ccc(Cl)cc1,19.7,-1.9,25.9,2.3,-3.1,-5.3,-16.4,18.0,-12.3
CS(=O)(=O)N1CCN(C(=O)c2cc(-c3cccnc3)nc3ccc(Cl)cc23)CC1,3.0,-2.7,2.7,-0.2,-9.3,-3.1,19.4,3.0,-1.6
O=C1CN(C(=O)N[C@@H](Cc2ccccc2)C(=O)N[C@@H](Cc2ccccc2)C(=O)O)c2ccccc2N1,0.0,3.5,15.5,3.3,-3.1,-2.8,-1.6,2.2,-5.0
O=C(CSc1ncnc2sccc12)N1CCN(C(=O)c2cccs2)CC1,-2.3,8.0,-9.9,-17.8,0.3,-1.4,-1.9,-12.2,11.4
Cn1c(=O)n(C)c(=O)n(CC(=O)N2CCCCC2)c1=O,-1.1,-0.1,8.7,-0.4,-2.0,2.0,-0.9,2.7,-22.2
Cc1ccc(OCC(=O)Sc2ccc(C)cc2)cc1,-4.6,-8.1,18.9,3.0,-6.2,-3.3,8.0,16.1,10.2
Cc1nn(-c2ccccc2)c(C)c1NC(=O)COC(=O)c1ccc(S(=O)(=O)C(F)F)cc1,-3.2,-8.7,16.4,2.2,-18.3,0.1,-16.7,-1.2,-5.0
O=C(Nc1ccc(C(O)(C(F)(F)F)C(F)(F)F)cc1)c1ccc(Cl)c([N+](=O)[O-])c1,6.8,0.9,17.2,3.1,-8.9,-2.8,-8.7,9.3,63.1*
CC(C)c1onc(C(=O)NCc2ccccn2)c1[N+](=O)[O-],-9.0,5.3,5.3,0.4,-1.3,-2.6,-5.5,2.3,-9.0
CC[C@@H](CC1CCCCC1)C(=O)N(Cc1ccccc1)c1ccccc1,0.3,-2.5,5.9,-1.9,2.4,-6.0,6.2,12.5,0.1

# Printed as active in PfG6PD inh (from the list above):
SMILES,HKDC1 inh,SENP7 inh,SENP1 inh,SENP8 block-2,SENP6 block,UBC13 inh,PfG6PD inh
O=C(Nc1ccc(C(O)(C(F)(F)F)C(F)(F)F)cc1)c1ccc(Cl)c([N+](=O)[O-])c1,6.8,0.9,3.1,-8.9,-8.7,9.3,63.1*

# The listing continues.
SMILES,HKDC1 inh,SENP7 inh,SENP8 block-1,SENP1 inh,SENP8 block-2,MIN6 prolif,SENP6 block,UBC13 inh,PfG6PD inh
CCOc1ccc(NC(=O)C2CSC(c3ccncc3)=N2)cc1 (stereo not drawn),-4.0,1.8,-5.4,10.9,1.3,1.5,-18.2,-5.3,15.7
COc1cc(C(=O)N(CCc2ccccc2)C2CC3CCC(C2)N3C)cc(OC)c1OC (stereo not drawn),-4.2,-3.6,22.8,1.0,-5.4,-0.1,-15.2,0.5,-9.1
CCN(CC)c1ccc2c(c1)OC(N)=C(C#N)C2c1cccnc1 (stereo not drawn),9.8,3.8,-11.4,-21.6,2.0,0.1,-10.7,-51.5,29.1
CCOc1ccc(Cc2c(Cl)nc(SC)nc2N(C)C)cc1,-2.8,0.3,3.2,2.4,-7.3,-5.1,4.5,-0.5,-7.6
COc1cc(-c2nc3n(n2)C(c2cccc(OC)c2OC)C2=C(CCCC2=O)N3)cc(OC)c1OC (stereo not drawn),3.5,2.1,-31.3,1.3,-2.3,-1.6,2.0,12.1,14.7
Nc1ccc(OCc2ccco2)cc1,-1.5,54.4*,19.3,-0.3,1.9,3.0,1.8,7.3,7.5
CCC(=O)Nc1nnc(S(=O)(=O)N2CCCc3ccccc32)s1,7.7,0.7,7.3,-2.4,4.7,-0.2,-3.1,-3.2,-25.5
O=C(NC(=S)NNC(=O)c1cnccn1)c1ccc(Cl)cc1,-27.8,20.0,3.9,-3.0,6.0,-1.5,5.5,-15.0,-12.8
Cc1nnc(NC(=O)c2nn(CC(C)C)c(=O)c3ccccc23)s1,-2.3,1.6,9.7,1.9,3.6,-1.8,14.8,4.9,-6.0
COc1ccc(C)cc1-n1nnnc1SCC(=O)NC1CCS(=O)(=O)C1 (stereo not drawn),-2.6,4.3,-0.1,2.4,6.1,2.2,-0.8,4.2,4.9
Cc1ccccc1NC(=O)CC1(c2ccc(N(C)C)cc2)C(=O)c2ccccc2C1=O,-1.8,-0.8,18.3,2.3,-5.0,-2.8,-14.1,-8.9,8.3
CC(CCCC(C)(C)O)NCCO (stereo not drawn),5.0,-28.6,18.2,3.3,-8.0,-1.4,-11.8,-9.7,-14.4
O=C(CCN1C(=O)/C(=C\c2ccccc2Cl)SC1=S)Nc1cccnc1,7.4,-7.8,0.9,3.3,7.4,-2.8,3.3,3.8,-5.2
Cc1csc(NC(=O)c2c(-c3ccccc3)noc2C)n1,-0.8,0.2,0.1,-0.7,9.4,1.3,-10.9,5.6,-2.2
CC(C)NC(=O)Nc1ccc2c(c1)C(=O)N([C@@H](C)CO)C[C@@H](C)[C@@H](CN(C)S(=O)(=O)c1ccc(F)cc1)O2,-5.6,-3.1,-84.0,-0.4,-10.8,-0.8,-15.9,-20.9,3.4
COC(=O)C1CCN(c2ccc(C(N)=O)cc2[N+](=O)[O-])CC1,16.6,-2.4,34.0,-0.9,-4.9,-1.6,-8.1,4.2,8.5
O=C(Cc1ccccc1F)Nc1nc(-c2ccc(F)cc2)cs1,-1.9,-6.2,3.5,4.0,-8.1,0.0,-17.6,1.5,29.1
CCS(=O)(=O)N1CCC(NC(=O)c2cc(OC)cc(OC)c2)CC1,2.2,-2.5,17.4,-0.9,-3.3,-1.3,6.3,4.8,5.6
O=C(CCN1C(=O)C2C3C=CC(C4CC34)C2C1=O)Oc1ccc(Br)cc1 (stereo not drawn),-5.2,13.7,14.4,0.2,-0.6,0.0,-2.3,-4.1,-7.2
CC(=O)c1cccc(N(CC(=O)NC2CCCCC2)C(=O)Cn2nnc(-c3ccccc3)n2)c1,-6.7,-1.6,7.2,-0.2,14.1,-2.9,-5.8,6.4,-18.7
CNS(=O)(=O)c1ccc(N2CCCC2=O)c([N+](=O)[O-])c1,-2.7,-1.3,21.2,-0.1,-3.2,0.6,-11.8,-1.1,1.6
CCc1[nH]c(=O)c(C#N)c2c1CSC(C)(C)C2,-4.0,6.3,-229.3,-33.2,0.2,-3.1,-4.0,-6.3,-0.8
COCC1CCN(Cc2cn[nH]c2-c2cc3ccccc3o2)C1 (stereo not drawn),-5.9,-3.3,-4.2,-2.8,-5.1,-0.6,-9.9,6.0,14.8
CCOC(=O)N1CCC(NC(=O)c2ccc(CS(=O)(=O)c3ccc(OC)cc3)o2)CC1,-2.6,0.9,19.4,0.6,2.7,-2.7,-1.4,-0.6,-22.5
CC(=O)Nc1ccccc1C(=O)C(=O)Nc1ccc(C(=O)NCC2CCCO2)cc1 (stereo not drawn),-4.8,-1.1,-15.2,0.6,-1.6,-4.3,3.4,1.8,-10.3
COc1ccc(N2CCN(C(=O)CN(c3cccc(OC)c3)S(=O)(=O)c3ccccc3)CC2)cc1,4.2,1.2,1.0,-1.2,0.7,-2.1,-1.5,1.7,0.8
